PAFAH1B3 inh = PAFAH1B3 (human) inhibition. actives 0.28% (n = 340,000). AID 492972. recombinant PAFAH1B3, FP-rhodamine probe, fluorescence polarization. inhibition, % at 3.39 µM. Q15102;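 active = inhibition above the screen-wide average of all tested compounds plus 3 SD, cut at about 25% in these data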;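 also: 0% = enzyme with DMSO only and 100% = wells lacking PAFAH1B3 protein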
PAFAH2 inh = inhibitors of human PAFAH2 | recombinant PAFAH2, FP-rhodamine activity probe, fluorescence polarization | inhibition, % at 3.39 µM | actives 0.99% (n = 340,000);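 active = inhibition above the mean over all tested compounds plus 3 SD, cut at about 30% in these data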;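 also: inhibitors block probe labeling of enzyme so polarization drops; 0% = enzyme with DMSO and 100% = wells lacking PAFAH2 protein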
PREPL inhibitor = inhibitors of human prolyl oligopeptidase-like enzyme PREPL; inhibition, % at 5.96 µM; actives 0.68% (n = 320,000); recombinant PREPL, fluorescence polarization activity-based probe; Q4J6C6; in the data active = inhibition above about 43%;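 also: 0% = enzyme with DMSO and 100% = wells lacking enzyme; many of its hits are not listed in these tables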
Target sequence (Q4J6C6 whole entry, looked up): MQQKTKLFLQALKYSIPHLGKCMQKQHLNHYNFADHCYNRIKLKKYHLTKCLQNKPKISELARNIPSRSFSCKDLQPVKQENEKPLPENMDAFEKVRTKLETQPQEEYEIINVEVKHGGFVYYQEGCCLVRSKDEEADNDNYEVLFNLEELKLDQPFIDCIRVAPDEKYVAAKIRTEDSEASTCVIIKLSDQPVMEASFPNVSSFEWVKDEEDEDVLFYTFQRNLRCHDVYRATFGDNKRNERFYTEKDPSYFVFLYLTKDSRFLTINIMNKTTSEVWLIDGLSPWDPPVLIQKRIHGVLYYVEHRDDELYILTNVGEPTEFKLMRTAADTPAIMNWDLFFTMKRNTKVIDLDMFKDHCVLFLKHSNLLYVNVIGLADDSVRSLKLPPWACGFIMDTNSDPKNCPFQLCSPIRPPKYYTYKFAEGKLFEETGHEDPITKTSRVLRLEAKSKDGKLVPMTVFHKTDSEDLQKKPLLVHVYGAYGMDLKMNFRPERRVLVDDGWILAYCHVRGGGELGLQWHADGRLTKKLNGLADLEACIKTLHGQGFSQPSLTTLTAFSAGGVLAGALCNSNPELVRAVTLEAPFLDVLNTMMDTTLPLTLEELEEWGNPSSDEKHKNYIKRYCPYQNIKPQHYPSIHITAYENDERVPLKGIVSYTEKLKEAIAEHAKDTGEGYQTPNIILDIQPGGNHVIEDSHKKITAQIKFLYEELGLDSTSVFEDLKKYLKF
PAD4 FP inh = blocks human protein arginine deiminase 4. Q9UM07. recombinant PAD4, RCA probe fluorescence polarization. inhibition, % at 6.36 µM. actives 0.41% (n = 330,000). AID 485272;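 active = percent inhibition above a cutoff equal to the mean of all tested compounds plus 3 SD, cut at about 15% in these data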;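 also: 0% = PAD4 with RCA probe and DMSO and 100% = probe without PAD4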
PAFAH1B2 FP inh = inhibitors of human PAFAH1B2. P68402. recombinant PAFAH1B2, FP-rhodamine activity probe, fluorescence polarization. inhibition, % at 3.39 µM. actives 1.2% (n = 340,000). AID 492953;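 active = inhibition above the mean of all tested compounds plus 3 SD, cut at about 24% in these data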;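 also: 0% = enzyme with DMSO and 100% = wells lacking PAFAH1B2; many of its hits are not listed in these tables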
Target sequence (P68402 whole entry, looked up): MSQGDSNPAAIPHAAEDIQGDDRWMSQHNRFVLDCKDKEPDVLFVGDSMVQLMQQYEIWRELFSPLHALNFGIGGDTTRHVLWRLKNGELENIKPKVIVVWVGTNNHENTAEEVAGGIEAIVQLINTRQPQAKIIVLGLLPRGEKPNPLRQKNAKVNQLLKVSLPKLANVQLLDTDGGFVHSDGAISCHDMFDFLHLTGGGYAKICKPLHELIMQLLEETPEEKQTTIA
GSTO1 counter = blocks human GSTO1 in RBBP9 counter-screen. P78417. recombinant GSTO1, activity-based probe fluorescence polarization. inhibition, % at 5.96 µM. actives 1.1% (n = 300,000). AID 1974;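 active = inhibition above the campaign mean inhibition plus 3 SD, cut at about 35% in these data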;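 also: 0% = GSTO1-1 with DMSO and 100% = wells lacking GSTO1-1 enzyme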
LYPLA2 counter = LYPLA2 (human) inhibition in PME1 counter-screen | AID 2177 | recombinant LYPLA2, FP-Rh probe fluorescence polarization | inhibition, % at 5.9 µM | actives 0.38% (n = 320,000) | O95372;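 active = inhibition above the screen-wide mean plus 3 SD, limit set per campaign, cut at about 26% in these data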;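 also: 0% = LYPLA2 with DMSO and 100% = wells lacking LYPLA2 enzyme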
LYPLA1 counter = blocks human lysophospholipase 1, a PME1 counter-screen. O75608. recombinant LYPLA1, FP-Rh probe fluorescence polarization. inhibition, % at 5.9 µM. actives 0.16% (n = 320,000);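 active = inhibition above the mean of all tested compounds plus 3 SD, set per campaign, cut at about 14% in these data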;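 also: inhibitors block serine hydrolase probe labeling of LYPLA1 so polarization falls; 0% = enzyme with DMSO and 100% = wells lacking LYPLA1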
pPAFAH inh = pPAFAH (human) enzyme inhibition | Q13093 | recombinant pPAFAH, FP-rhodamine probe fluorescence polarization | inhibition, % at 3.39 µM | actives 1.5% (n = 330,000) | AID 463082;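 active = inhibition above the mean inhibition across the screen plus 3 SD, cut at about 25% in these data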;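 also: inhibitors block binding of the rhodamine activity-based probe so polarization drops; 0% = enzyme with DMSO and 100% = wells lacking pPAFAH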
Active calls of the source: *; . = no result given. A portion of the library (hit frequency here may not be typical).

Fields – PAFAH1B2 FP inh	PAFAH1B3 inh	GSTO1 counter	pPAFAH inh	LYPLA1 counter	PREPL inhibitor	PAD4 FP inh	PAFAH2 inh	LYPLA2 counter
#1 COc1ccc(CSC2=NCCN2)cc1Cl
 : 0	9	8	5	-2	5	1	-2	3
#2 COc1ccc(C2/C(=C(/O)c3ccccc3)C(=O)C(=O)N2CC(C)O)c(OC)c1 (configuration not stated)
 : 1	-1	-3	-5	3	7	-11	-9	-3
#3 Cc1cccc(-c2nnc3sc(-c4ccccc4C)nn23)c1
 : -4	6	-10	3	-9	-3	-2	7	-1
#4 CCC(=O)Nc1ccc(/C=C(\C(C)=O)C(=O)c2ccccc2)cc1
 : 7	-1	-2	-4	-3	0	-4	5	-2
#5 CN1CCN(CC(=O)n2c3c(c4ccccc42)CCCC3)CC1
 : 5	15	21	7	-2	8	-1	1	0
#6 CCOC(=O)c1c(NC(=O)COC(=O)c2ccncc2)sc(C)c1C
 : 2	1	-3	0	-2	-15	-12	-8	-3
#7 O=C(CNS(=O)(=O)c1cccc(Cl)c1)Nc1ccc(-c2nc3ccccc3s2)cc1
 : -3	-9	-14	-25	-20	-12	-1	-10	-41
#8 Cc1cc(C)nc(SCc2ccc(C(=O)N/N=C/c3ccccn3)cc2)n1
 : -1	9	-5	6	0	-5	-2	6	4
#9 Cc1ccc(OCCC(=O)N(CCC(C)C)c2c(N)n(Cc3ccccc3)c(=O)[nH]c2=O)cc1
 : 3	4	-10	1	-3	-6	6	2	-6
#10 Cc1cccc(C(=O)C2CCN(S(=O)(=O)c3ccc(C(=O)O)cc3)CC2)c1
 : 1	-2	-2	-1	1	3	6	-11	17
#11 O=C(O)CC1(CC(=O)Nc2ccc(Br)cc2)CCCCC1
 : 5	11	2	-8	-8	-8	-11	5	-13
#12 CCC1CCc2sc(C(=O)OCC(=O)N(CCOC)c3c(N)n(Cc4ccccc4)c(=O)[nH]c3=O)cc2C1 (configuration not stated)
 : 0	4	-6	5	0	-2	1	3	2
#13 C[C@H](NC(=O)C1CCN(S(=O)(=O)c2ccccc2)CC1)C(=O)NCc1ccc(Cl)cc1Cl
 : 11	0	-2	12	5	12	0	11	11
#14 COc1cc(CN2CCc3c([nH]c4ccccc34)C2)cc(OC)c1
 : 6	4	0	10	-1	8	0	1	2
#15 CCN(C(=O)Cn1c(=O)oc2ccccc21)c1cccc(C)c1
 : 9	12	2	6	-1	-1	-2	7	-1
#16 CN(C)C(=O)C1OC(C)(C)OC1C(=O)N(C)C (configuration not stated)
 : -2	-6	4	-1	1	9	1	-5	13
#17 COCc1cc(C)nc(SCC(=O)NCc2ccco2)c1C#N
 : 6	14	2	3	-1	-1	-2	3	0
#18 CCCNCc1cc(OC)c(OCc2ccccc2)cc1Br
 : 4	5	-5	0	-6	7	6	-3	-1
#19 O=C(NC1=NCCS1)c1ccc([N+](=O)[O-])cc1Cl
 : -1	5	-2	-4	-1	5	-1	8	-3
#20 CC(On1nnc2ccc(S(=O)(=O)N3CCOCC3)cc21)C(=O)Nc1ccccc1F (configuration not stated)
 : -2	2	-10	7	0	-4	5	6	3
#21 COc1ccc(C(=O)NCCc2ccc(S(N)(=O)=O)cc2)cc1OC
 : 3	-1	8	-3	-1	15	-1	-1	0
#22 Cc1ccc(Nc2nc(N)nc(CSc3nccn3C)n2)c(C)c1
 : 0	6	1	-3	2	21	-1	-9	2
#23 CCOC(=O)C1=C(SCC(=O)Nc2ccccc2)NC(=O)C(C#N)C12CCCCC2 (configuration not stated)
 : 19	3	-16	2	3	13	2	4	8
#24 COc1ccc(NC(=O)N(C)C[C@H]2Oc3ccc(NC(=O)c4ccncc4)cc3C(=O)N([C@H](C)CO)C[C@@H]2C)cc1
 : 2	-1	.	-3	.	9	1	14	.
#25 CC(=O)Nc1ccc(NC(=O)C(C)OC(=O)c2ccc3[nH]c(C)c(C)c3c2)cc1 (configuration not stated)
 : -1	4	1	0	-1	1	-3	1	-7
#26 COc1ccc(C(=O)NCCCN2CCCC2=O)cc1
 : 0	0	0	0	1	7	-2	6	4
#27 CCCN(CC(=O)Nc1ccccc1OC)C(=O)c1cc2ccccc2o1
 : 2	3	-1	1	-2	-4	0	10	-4
#28 C=CCOc1ccccc1CNCc1cccnc1
 : 2	0	2	8	-3	2	2	-4	-3
#29 CC1(O)c2ccccc2C(=O)N1Cc1ccccc1 (configuration not stated)
 : 2	-3	6	3	-3	2	3	0	-2
#30 COc1ccc(Cl)cc1C(=O)OCC(=O)Nc1sccc1C(N)=O
 : 3	5	.	3	.	-5	-4	-1	.
#31 Nc1nc(CN2CCN(c3ccccc3F)CC2)nc(N2CCCc3ccccc32)n1
 : 1	1	-1	6	0	8	6	3	5
#32 COc1cccc(COc2ccccc2C2Nc3ccc(Br)cc3C(=O)N2NC(=O)c2ccncc2)c1 (configuration not stated)
 : 2	9	5	0	-9	-4	0	0	-10
#33 Cc1ccc(Cl)cc1NC(=O)C(=O)N1CCCCC1
 : 5	-6	4	5	-2	-3	1	6	7
#34 Cc1cccc(-c2noc(CN(C)C(=O)c3ccoc3C)n2)c1
 : 1	12	6	7	-5	5	1	-4	-4
#35 N/C(=N\OC(=O)C1CC1)c1ccc([N+](=O)[O-])s1
 : 7	4	3	5	4	14	-13	24	7
#36 O=C(/C=C/c1ccc(O)c(O)c1)OC1C(O)CC(OC(=O)/C=C/c2ccc(O)c(O)c2)(C(=O)O)CC1O (configuration not stated)
 : 8	1	12	0	0	-1	-3	2	2
#37 CC1CCN(c2c(NCc3ccc(C(=O)NCC4COc5ccccc5O4)cc3)c(=O)c2=O)CC1 (configuration not stated)
 : 5	8	4	-1	6	14	8	2	3
#38 CCOC(=O)c1ccc(NC(=O)Cn2c(-c3nonc3N)nc3ccccc32)cc1
 : 5	-6	-9	-7	-10	10	-6	-10	-16
#39 CCC(C)c1ccccc1NC(=O)C(C)N(C)Cc1cccc(OC)c1 (configuration not stated)
 : -1	3	6	4	-2	4	-1	0	0
#40 COC(=O)/C=C1/SC(=NC(=O)c2ccc(F)cc2)NC1=O
 : .	.	15	-2	-2	1	5	.	-6
#41 Cc1ccc(C(=O)N(CC(=O)NC2CCCC2)c2ccc(F)cc2)s1
 : 5	-4	2	-13	-2	-4	-4	-4	-6
#42 CCCCCCCCN1[C@@H](CC(=O)O)c2ccc(C(F)(F)F)cc2S1(=O)=O
 : 31*	1	7	11	0	7	0	14	4
#43 NC(=O)c1ccccc1NC(=O)COc1ccc(Cl)cc1
 : 6	1	-3	2	0	1	1	6	-2
#44 COc1cccc(NC(=O)CN(C)C(=O)c2ccc(N3CCOCC3)c([N+](=O)[O-])c2)c1
 : -2	0	10	1	-1	1	-4	3	-4
#45 Cc1cc(C)c2cc(CN(Cc3ccc4c(c3)OCO4)Cc3nnnn3Cc3ccco3)c(=O)[nH]c2c1
 : -1	-3	-6	4	-7	-31	0	0	-13
#46 CN(C1CC(C)(C)NC(C)(C)C1)S(=O)(=O)CC12CCC(CC1=O)C2(C)C (configuration not stated)
 : 2	2	9	0	-1	9	0	1	-2
#47 O=c1[nH]c(-c2ccncc2)nc2ccccc12
 : 9	12	-6	3	1	7	-1	1	2
#48 COc1ccc(OC)c(C2=NOC(C(=O)Nc3c(C)n(C)n(-c4ccccc4)c3=O)C2)c1 (configuration not stated)
 : 2	6	-3	-1	-1	-2	1	10	-2
#49 CCOc1ccc(NC(=S)NCC(c2cccnc2)N2CCOCC2)cc1 (configuration not stated)
 : -4	3	5	4	5	21	2	-1	6
#50 Cc1csc(NC(=O)c2ccc(Br)s2)n1
 : 11	4	-7	2	0	6	-2	-4	-4

Other records
Fields – PAFAH1B2 FP inh	PAFAH1B3 inh	GSTO1 counter	pPAFAH inh	LYPLA1 counter	PREPL inhibitor	PAD4 FP inh	PAFAH2 inh	LYPLA2 counter
#51 Cc1ccccc1OC(C)C(=O)NCc1cccnc1 (configuration not stated)
 : 0	7	0	-3	1	-8	1	-1	3
#52 CCn1c(C)nc2cc(C(=O)NNC(=S)NC(=O)c3ccc(OC)cc3)ccc21
 : 0	9	18	1	2	-2	1	-11	1
#53 NS(=O)(=O)c1cccc(-n2cnnn2)c1
 : -1	0	6	0	2	-7	-3	-6	5
#54 COc1ccccc1NC(=O)Cc1noc(CSc2cccc[n+]2[O-])n1
 : -5	7	-1	0	-4	-1	-2	-5	-2
#55 O=C(O)CCC(=O)Nc1ccc(N2CCCCC2)c(C(=O)O)c1
 : 0	-1	1	-2	0	0	4	-2	4
#56 CC(C)(C)NC(=O)Cn1nnc(-c2cccs2)n1
 : -1	6	-3	2	-3	1	-4	-10	3
#57 CCOC(=O)C1CCCN(CCC(=O)Nc2ccc(C)cc2)C1 (configuration not stated)
 : -4	-2	2	2	-1	11	1	-2	-1
#58 CN(C)CCNC(=O)c1cc2ccccc2oc1=O
 : -1	-1	4	0	-2	4	4	-5	-1
#59 COc1ccccc1-n1c(SCC(=O)N2CCCCC2)nnc1-c1ccccc1O
 : 2	15	0	3	-2	-2	-4	0	-2
#60 CC1=CC2=NC(=O)/C(=C\c3cccn3CCOc3cccc(C)c3)C(=N)N2O1
 : -3	-5	-5	1	-14	-23	-2	-16	-25
#61 O=[N+]([O-])c1nn(-c2ccccc2)n(O)c1=NCc1ccc2c(c1)OCO2
 : 7	5	7	4	-1	6	0	3	3
#62 C=CCNC(=O)/C(C#N)=C/c1c(C)nn(-c2ccccc2)c1Cl
 : -2	-1	5	6	4	3	-5	7	-4
#63 O=C1CCC(C(=O)OCc2c(Cl)cccc2Cl)N1 (configuration not stated)
 : 3	10	0	4	-2	7	-2	-9	7
#64 COc1cc(CN2CCNC(=O)C2CC(=O)NCc2csc(C(C)C)n2)cc(OC)c1 (configuration not stated)
 : 1	1	10	0	-4	5	-1	1	-5

Only PAD4 FP inh, for some of the entries so far:
no.	structure	PAD4 FP inh
9	Cc1ccc(OCCC(=O)N(CCC(C)C)c2c(N)n(Cc3ccccc3)c(=O)[nH]c2=O)cc1	6
53	NS(=O)(=O)c1cccc(-n2cnnn2)c1	-3

Assay outcomes (PubChem)
